Source: PubChem BioAssay
Diaph inh CS: diaphorase inhibitors and chemical oxidizers, primary screen, counter-screen for diaphorase-coupled primary assays, biochemical, uHTS, resorufin fluorescence; inhibition, % at 20 µM; AID 1217, 2008; diaphorase resazurin-to-resorufin fluorescence, NADH, 16 min; bacterial (C. kluyveri) enzyme, not human; actives 0.69% (n = 190,000);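 active means primary screen inhibition at 20 µM above a set limit, cut at about 50% in these data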;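 further: plate controls were DMSO with full reaction for no effect and wells lacking NADH for full effect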
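System: Bacterial diaphorase enzyme (C. kluyveri) | Incubation: 16-min room-temperature incubation before reading | Benchmarks: No-NADH positive control and DMSO neutral control | Measured by: Resorufin fluorescence 544/590 nm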
PMI act: activators of human PMI, primary screen, biochemical, fluorescence intensity, near-Km mannose 6-phosphate. AID 1214, 2008. purified human PMI, coupled resazurin fluorescence, 20 min; hits give high values; 1 = vehicle control, 0 substrate-free wells. actives 0.005% (n = 190,000). activation factor at 20 µM. Mannose-6-phosphate isomerase (Homo sapiens), P34949;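 active means activation factor of 2 or more at 20 µM, relative to plate controls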
Target sequence (P34949 whole entry, looked up): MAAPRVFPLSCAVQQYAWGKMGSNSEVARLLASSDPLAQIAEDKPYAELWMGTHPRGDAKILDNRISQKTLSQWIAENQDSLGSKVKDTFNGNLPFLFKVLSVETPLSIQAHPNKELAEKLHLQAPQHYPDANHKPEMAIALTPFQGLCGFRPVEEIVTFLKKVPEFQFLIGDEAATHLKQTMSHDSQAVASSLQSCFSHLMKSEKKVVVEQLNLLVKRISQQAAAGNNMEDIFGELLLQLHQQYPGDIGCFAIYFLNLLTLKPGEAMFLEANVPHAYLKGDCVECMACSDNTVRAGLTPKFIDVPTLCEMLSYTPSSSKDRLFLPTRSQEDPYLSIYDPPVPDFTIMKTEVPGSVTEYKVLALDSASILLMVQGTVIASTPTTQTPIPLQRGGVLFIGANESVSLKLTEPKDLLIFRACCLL
ROMK primary: ROMK potassium channel modulators, primary screen, cell-based, thallium flux, MLSMR library | ATP-sensitive inward rectifier potassium channel 1 (Homo sapiens), P48048 | Tet-inducible ROMK, thallium flux fluorescence; actives lie on both sides | B-score at 10 µM | actives 2% (n = 130,000) | AID 1918, 2009;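 active means signal ratio slope over the read window, or its plate-corrected B-score, at least 3 SD from the plate mean, either direction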;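 further: B-score of the F/F0 ratio slope over 7 to 12 s after thallium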
PPARg SRC1 recr: PPARgamma agonists recruiting SRC-1 coactivator, primary screen, biochemical | Peroxisome proliferator-activated receptor gamma (Homo sapiens), P37231 | actives 0.41% (n = 200,000) | PPARgamma-SRC-1 coactivator recruitment biochemical assay | activation, % at 8 µM; in the data active means activation above about 19%;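 further: 0% = DMSO and 100% = reference agonist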
Target sequence (P37231 whole entry, looked up): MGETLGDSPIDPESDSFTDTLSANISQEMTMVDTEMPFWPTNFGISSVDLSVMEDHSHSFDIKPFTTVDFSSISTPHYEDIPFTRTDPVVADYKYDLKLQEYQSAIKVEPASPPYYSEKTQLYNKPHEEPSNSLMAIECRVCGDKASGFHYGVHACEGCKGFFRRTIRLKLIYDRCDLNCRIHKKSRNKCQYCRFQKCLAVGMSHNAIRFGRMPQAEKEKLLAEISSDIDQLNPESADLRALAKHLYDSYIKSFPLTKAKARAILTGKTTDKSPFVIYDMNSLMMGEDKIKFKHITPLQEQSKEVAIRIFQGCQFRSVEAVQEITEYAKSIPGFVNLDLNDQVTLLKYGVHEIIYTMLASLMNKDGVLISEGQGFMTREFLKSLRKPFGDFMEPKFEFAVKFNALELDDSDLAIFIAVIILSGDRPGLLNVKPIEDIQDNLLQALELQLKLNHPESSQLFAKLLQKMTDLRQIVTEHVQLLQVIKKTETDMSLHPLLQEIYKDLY
PPARg SRC2 recr: agonists of PPARg-SRC-2 recruitment, primary screen, biochemical, HTS; Peroxisome proliferator-activated receptor gamma (Homo sapiens), P37231; PPARgamma LBD-SRC-2 recruitment; activation, % at 8 µM; actives 0.34% (n = 200,000); AID 1032, 2008; in the data active means activation above about 22%;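 further: 0% = vehicle and 100% = reference agonist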
PPARg SRC3 recr: PPARgamma agonists recruiting SRC-3 coactivator, primary screen, biochemical; biochemical PPARgamma/SRC-3 coactivator recruitment assay; actives 0.26% (n = 200,000); Peroxisome proliferator-activated receptor gamma (Homo sapiens), P37231; activation, % at 8 µM; in the data active means activation above about 23%;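 further: 0% = DMSO and 100% = reference agonist; some compounds past the cut are filed as inactive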
G6PDH counter: L. mesenteroides G6PDH inhibitors, counter-screen for G6PDH-coupled screening assays, biochemical, Leuconostoc mesenteroides enzyme. glucose-6-phosphate dehydrogenase [Leuconostoc mesenteroides]. Purified L. mesenteroides G6PDH, diaphorase/resazurin coupled fluorescence, 45 min. inhibition, % at 5 µM. actives 0.12% (n = 200,000); in the data active means inhibition above about 50%
Diaphorase act: compounds boosting diaphorase resazurin reduction – biochemical, uHTS, resorufin fluorescence, counter-screen for diaphorase-coupled primary assays, primary screen; Diaphorase/resazurin coupled assay, 16 min; hits give high values; 1 = vehicle wells, 0 = NADH-free wells; activation factor at 20 µM; actives 0.005% (n = 190,000); AID 1229, 2008;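 active means diaphorase activity raised at least twofold by the compound at 20 µM; inactive means activation factor below 2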
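System – purified diaphorase enzyme from Clostridium kluyveri · Input – enzyme 0.07 U/mL final · Also added – final NADH 0.114 mM, resazurin 0.1 mM · Measured by – fluorescence of resorufin, 544 nm excitation, 590 nm emission · Timing – 16 min enzyme reaction, ambient temperature · Measure – resorufin increase flagging diaphorase activators or reducers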
TR-FRET SRC-2 ct: TR-FRET signal artefacts, primary screen, artefact control for PPARgamma SRC-2 agonist project, biochemical | TR-FRET artefact counter-screen; hits give high values | TR-FRET ratio at 8 µM | actives 0.4% (n = 200,000) | AID 1049, 2008; in the data active means TR-FRET ratio above about 2000; further: inactives centre near 1500
S1P3 antag: S1P3 receptor antagonists, primary screen, cell-based | Sphingosine 1-phosphate receptor 3 (Homo sapiens), Q99500 | CHO S1P3 NFAT-BLA reporter, FRET fluorescence, antagonist mode | inhibition, % at 4.98 µM | actives 0.27% (n = 170,000) | AID 485, 2006;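 active means inhibition above the plate cutoff, the mean inhibition of test wells on that plate plus 3 SD, cut at about 28% in these data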;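 further: cells challenged with S1P at its EC80 of 0.8 µM; blue over green emission ratio from cleaved BLA substrate after 4 h stimulation; 0% = S1P-stimulated wells and 100% = unstimulated DMSO-only wells; some compounds past the cut are filed as inactive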
PMI act satM6P: human PMI activators, high substrate, primary screen, biochemical, fluorescence intensity, near-saturating mannose 6-phosphate | actives 0.34% (n = 190,000) | coupled PMI enzyme assay, resazurin fluorescence, 20 min; hits give high values; 1 = untreated enzyme, 0 = substrate-free blank | activation factor at 20 µM;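 active means activation factor of 2 or more at 20 µM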
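assay system = human phosphomannose isomerase with PGI, G6PDH, diaphorase coupling enzymes | quantity = 15 ng/mL PMI | incubation = enzyme reaction with compound 20 min at room temperature | medium = HEPES pH 7.4 buffer with MgCl2 and Tween-20 | compound dosing = one concentration, 20 µM, in 1% DMSO | measured by = Diaphorase-driven resazurin-to-resorufin fluorescence, excitation 544, emission 590 nm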
Numbers without * were called inactive; · = no result given.

The opening three entries as a preview:
canonical_smiles	G6PDH counter	Diaph inh CS	TR-FRET SRC-2 ct	S1P3 antag	Diaphorase act	PMI act satM6P	PMI act	PPARg SRC3 recr	PPARg SRC1 recr	ROMK primary	PPARg SRC2 recr
Cc1ccc(NC(=O)CC(=O)Nc2ccc(C)cc2)cc1	3	3	1467	-8	1	1	1	-2	2	0.19	-2
O=S(=O)(NCCOc1ccccc1)c1ccc2ccccc2c1	-5	10	1557	·	0.9	1	0.9	0	5	-0.75	3
O=C(CN1C(=O)/C(=C2\SC(=S)N(C3CCS(=O)(=O)C3)C2=O)c2ccccc21)Nc1ccccc1 (stereo not given)	18	18	1681	-7	0.8	0.9	0.8	1	-3	·	1

The whole of this part, from the first entry:
canonical_smiles	G6PDH counter	Diaph inh CS	TR-FRET SRC-2 ct	S1P3 antag	Diaphorase act	PMI act satM6P	PMI act	PPARg SRC3 recr	PPARg SRC1 recr	ROMK primary	PPARg SRC2 recr
Cc1ccc(NC(=O)CC(=O)Nc2ccc(C)cc2)cc1	3	3	1467	-8	1	1	1	-2	2	0.19	-2
O=S(=O)(NCCOc1ccccc1)c1ccc2ccccc2c1	-5	10	1557	·	0.9	1	0.9	0	5	-0.75	3
O=C(CN1C(=O)/C(=C2\SC(=S)N(C3CCS(=O)(=O)C3)C2=O)c2ccccc21)Nc1ccccc1 (stereo not given)	18	18	1681	-7	0.8	0.9	0.8	1	-3	·	1
CC(=O)c1ccc(-n2nnnc2SCC(=O)Nc2cccc(NC(=O)c3ccco3)c2)cc1	12	5	1566	·	0.9	1	1	7	9	·	2
Cc1ccc(NC(=O)c2cc(NC(=O)c3ccco3)ccc2N2CCOCC2)cc1	-2	8	1439	34	0.9	1	0.9	4	-9	0.041	-6
O=C(NCCc1ccccc1)c1oc2ccccc2c1COc1ccccc1	-6	18	1550	1	0.8	0.9	0.9	0	-2	1.4	3
Cc1ccc2oc(=O)c3cc(C(=O)Nc4cc(-c5cccc(F)c5)no4)sc3c2c1	12	7	1511	-10	0.9	1	1	1	1	-1.2	1
CCOC(=O)N1CCN(C(=O)CSc2ncnc3ccccc23)CC1	12	12	1425	5	0.9	0.9	0.9	2	-5	·	-1
O=C(O)c1cccc(N/N=C/c2cc(Br)cc(Br)c2O)c1	-18	19	1571	-10	0.8	1.8	1.5	0	8	-0.0062	6
COc1ccc(Br)cc1CSC(=N)N	6	-11	1577	9	1.1	1	1	4	8	-1.3	-2
O=C(NC12CC3CC(CC(C3)C1)C2)N1CCCC(CO)C1 (stereo not given)	-6	-2	1598	-28	1	1	1	-5	-3	-0.054	4
COc1ccc(C2C=C(c3ccc(Br)cc3)Nc3nc(NS(C)(=O)=O)nn32)cc1 (stereo not given)	4	15	1468	·	0.8	1.8	1.4	13	-3	·	-5
N#Cc1c(-c2ccco2)cc(-c2cccnc2)nc1N	11	52*	1514	18	0.5	0.6	0.8	-6	10	-2.7	-4
CSc1nc2sc3c(c2c(=O)[nH]1)CCC3	2	7	1427	-11	0.9	1	1	3	0	-0.52	-3
CS(=O)(=O)N1CCN(C(=O)c2ccc(F)cc2)CC1	5	2	1299	-10	1	1.1	1	-11	-2	-0.58	-1
Cc1ccccc1-n1c(SC(C)C(N)=O)nnc1-c1cccnc1 (stereo not given)	5	7	1431	-48	0.9	1	1	12	-1	·	2
Cc1cccc(OCCNC(=O)c2cc(-n3cnnc3)ccc2Cl)c1	2	18	1632	·	0.8	1.1	1.1	8	6	·	13
COc1cc(C2C(C(=O)c3cccs3)=C(O)C(=O)N2c2cc(C)on2)ccc1O (stereo not given)	6	18	1474	·	0.8	1	1	11	0	-0.65	-7
CSc1ccc(S(=O)(=O)Nc2ccc(F)cc2)cc1	-7	12	1578	15	0.9	0.9	0.9	8	-2	-2.5	10
Cc1nc(N)sc1N=Nc1ccc(F)cc1	5	-1	1399	·	1	1.6	1.4	6	3	·	-1
CC(=O)c1c(C)[nH]c(C(=O)NCCc2cccc(C)c2)c1C	6	13	1737	12	0.9	0.8	0.9	-6	-2	0.09	1
COc1ccc(C(=O)Nc2ccc(C3CC3(Cl)Cl)cc2)cc1 (stereo not given)	10	5	1614	25	0.9	1.1	1.1	4	16	-0.11	-3
O=C(c1ccco1)N1CCN(C(=O)c2cc(-c3ccncc3)nc3ccc(Br)cc23)CC1	·	·	1679	-12	·	·	·	15	9	1.2	5
CCN1CCN(c2ccc(NC(=O)c3ccc([N+](=O)[O-])o3)cc2Cl)CC1	3	-1	1542	0	1	0.9	1	1	4	-1.1	2
CCOC(=O)Cn1nc(-c2ccccc2)c2cnc3ccc(C)cc3c21	23	12	1508	9	0.9	0.9	0.9	1	6	-0.061	1
COc1ccc(N/C(N)=N/c2nc(CSc3ccc(Cl)cc3)cc(=O)[nH]2)cc1	5	0	1613	·	1	1.1	1	6	2	·	15
O=C(CC(Sc1ccccc1)c1cccs1)c1ccco1 (stereo not given)	12	30	1629	-28	0.7	0.9	0.9	7	1	·	5
CCc1cc2c(=O)c(-c3cnn(-c4ccccc4)c3)c(C)oc2cc1OCC(=O)Nc1cccc(C)c1	-4	-2	1467	-6	1	1.1	1	-4	-3	·	-7
COCCN(C(=O)CSc1nc2ccccc2c(=O)n1C(C)COC)c1c(N)n(Cc2ccccc2)c(=O)[nH]c1=O (stereo not given)	5	-4	1795	-12	1	1.1	1.1	0	6	-0.017	-3
CCCn1c(=O)c(C(=O)Nc2ncccc2C)c(O)c2ccccc21	23	1	1368	-20	1	1.1	0.9	1	0	-1.1	-8
C/C(=N\NC(=O)CCc1ccccc1)C1C(=O)c2ccccc2C1=O	11	·	1546	-5	·	·	·	3	-2	0.63	8
CC(C)N(C(=O)CSc1nnc(NC(=O)c2ccco2)s1)C(C)C	5	-1	1727	-7	1	1.2	1.2	1	6	0.57	10
COc1ccccc1NS(=O)(=O)c1cccc(NC(=S)NCCN2CCOCC2)c1	3	11	1567	-5	0.9	1.1	1.1	2	6	-0.11	-2
C=CCn1c(=O)c2ccc(C(=O)NCc3ccccc3)cc2n(Cc2ccccc2Cl)c1=O	1	4	1512	4	1	1.1	1.1	4	-6	-0.81	2
O=C(Nc1ccccc1F)c1cc(S(=O)(=O)N2CCCCC2)cs1	12	6	1558	4	0.9	0.9	0.9	4	5	·	9
CCN(CC)CCN1C(=O)c2ccccc2NC1c1cccc(F)c1 (stereo not given)	0	8	1523	-12	0.9	1	1	2	0	-0.46	-5
CCN(CC)S(=O)(=O)c1ccc2c(c1)c(=O)c(C(=O)N1CCN(c3ccccc3)CC1)cn2C	2	4	1566	-15	1	1	1	2	2	·	7
c1ccc(COc2ccc(CNn3cnnc3)cc2)cc1	-2	-5	1656	13	1.1	1	1	4	-4	·	6
C=CCn1c(SCc2ccc(C(=O)OC)cc2)nnc1-c1sc(N)nc1C	12	-22	1972*	-19	1.2	1.2	1.2	5	12	-0.23	2
Cc1csc2ncc(C(=O)Nc3ccc4c(c3)OCCO4)c(=O)n12	-26	-3	·	-26	1	1	0.9	·	·	·	·
O=C(c1cnccn1)N1CCN(S(=O)(=O)c2ccc3ccccc3c2)CC1	4	6	1560	·	0.9	1	1	13	-4	·	-1
Cc1nc(NC2=NCN(CCN3CCOCC3)CN2)nc2c(C)cccc12	·	·	1382	-18	·	·	·	6	0	·	10
O=C(CSc1ccc2c(c1)OCCO2)NCc1ccccc1	5	20	1387	-14	0.8	1	1	-4	4	1.2	-11
CCC(C)(C(=O)NC1CCCC1)N(C(C)=O)c1ccc(C)cc1 (stereo not given)	7	11	1612	·	0.9	1	0.9	-6	4	1.4	0
O=C(Nc1nc2ccccc2c2nc3ccccc3n12)c1ccc(F)cc1	-10	12	1674	1	0.9	1	1	5	7	0.54	1
